MITF inh = inhibitors of human MITF. AlphaScreen MITF homodimerization, bead proximity signal. inhibition, % at 2.6 µM. AID 1259374. hit rate 0.91% among 650,000; in the data active means inhibition above about 50%;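 further: 0% = vehicle wells with protein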
Target sequence (O75030 whole entry, looked up): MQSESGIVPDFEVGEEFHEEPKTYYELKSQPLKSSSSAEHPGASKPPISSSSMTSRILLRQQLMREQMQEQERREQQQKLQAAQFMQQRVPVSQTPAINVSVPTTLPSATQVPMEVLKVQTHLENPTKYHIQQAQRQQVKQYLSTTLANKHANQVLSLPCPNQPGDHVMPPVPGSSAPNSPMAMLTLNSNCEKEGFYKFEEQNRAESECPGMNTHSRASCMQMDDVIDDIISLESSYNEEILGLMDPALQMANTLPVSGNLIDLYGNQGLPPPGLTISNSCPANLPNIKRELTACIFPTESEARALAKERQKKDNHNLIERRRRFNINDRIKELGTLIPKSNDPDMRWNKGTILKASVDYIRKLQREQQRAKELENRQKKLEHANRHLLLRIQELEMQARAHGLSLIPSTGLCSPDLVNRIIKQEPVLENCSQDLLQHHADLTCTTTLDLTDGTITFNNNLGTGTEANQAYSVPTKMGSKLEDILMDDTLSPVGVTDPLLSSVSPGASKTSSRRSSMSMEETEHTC
FBW7 activator = human FBW7 E3 ligase activation, primary screen; AlphaScreen FBW7–phospho-cyclin E peptide binding, activator screen; normalized activity (activation), % at 26.1 µM; hit rate 0.13% among 650,000; in the data active means normalized activity above about 1.9%;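 further: purified mutant Fbw7 with reduced substrate affinity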
GPR151 activ = activators of human GPR151 | Q8TDV0 | PathHunter beta-arrestin GPR151 cells, luminescence | activation, % at 11.2 µM | hit rate 1% among 650,000 | AID 1508602; in the data active means activation above about 4.9%;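 further: 0% = median of compound wells and 100% = cells with positive control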
Target sequence (Q8TDV0 whole entry, looked up): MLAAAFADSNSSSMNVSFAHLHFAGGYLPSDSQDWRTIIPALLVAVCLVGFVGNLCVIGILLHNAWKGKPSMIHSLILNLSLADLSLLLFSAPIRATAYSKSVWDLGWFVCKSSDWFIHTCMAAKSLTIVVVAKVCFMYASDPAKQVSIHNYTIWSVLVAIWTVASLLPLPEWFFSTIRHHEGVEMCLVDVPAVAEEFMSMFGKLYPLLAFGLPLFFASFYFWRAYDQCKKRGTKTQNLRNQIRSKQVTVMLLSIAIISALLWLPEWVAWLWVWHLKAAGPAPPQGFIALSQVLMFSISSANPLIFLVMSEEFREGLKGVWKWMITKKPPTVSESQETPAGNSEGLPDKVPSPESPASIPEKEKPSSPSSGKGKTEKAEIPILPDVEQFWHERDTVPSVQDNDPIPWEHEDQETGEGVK
TEAD-YAP inh = TEAD-YAP interaction inhibition; HEK-TIYL cells, TEAD-Gal4/YAP UAS-luciferase luminescence; inhibition, % at 9.12 µM; hit rate 1.4% among 640,000; AID 1259422; in the data active means inhibition above about 32%;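 further: 0% = median of test compound wells and 100% = reference inhibitor wells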
* hit, by the source's call.

SMILES | MITF inh | FBW7 activator | GPR151 activ | TEAD-YAP inh
CC(=O)c1ccc(C(=O)NCC2Cc3cc(-c4cnccn4)cc(Cl)c3O2)s1 (stereo not given) | 1 | -0.1 | 0.1 | -6
C=CCNc1nnc2nc(C)cc(C)n12 | 2 | 0.0 | -0.6 | -8
O=C1CCCC2=C1C(c1cccs1)N(C(=O)c1ccccc1)c1ccccc1N2 (stereo not given) | 2 | -0.1 | -0.5 | 4
CCc1ccc(N(CC(=O)NCc2ccccc2C)S(C)(=O)=O)cc1 | 14 | 0.8 | -2.0 | -50
Cc1nc2ccc(NC(=O)c3ccc(C#N)cc3)cc2s1 | 14 | 0.1 | -2.0 | -8
Cc1ccc(-c2nn3c(C)nnc3s2)cc1NC(=O)Cc1ccc(Cl)cc1 | 12 | -0.1 | 0.3 | -1
Cc1cc(C)n2nc(SCC(=O)Nc3ccc(Br)cc3)nc2n1 | 2 | 0.0 | 1.3 | 1
CCC(C)NC(=O)CSc1nc2ccccc2c(=O)n1CC1CCC(C(=O)NCCc2ccccc2)CC1 (stereo not given) | -7 | -0.1 | 0.5 | -2
Cc1ccc(NC(=O)C2C3C=CC4(O3)C2C(=O)N(Cc2ccccc2F)C4C(=O)NC2CCCCC2)cc1 (stereo not given) | 6 | 0.3 | 0.8 | 3
CC(C)(C)NC(=O)C1N(C2CC2)C(=O)C2C(C(=O)NCc3cccs3)C3C=CC21O3 (stereo not given) | 19 | 0.3 | -0.5 | 12
CC1CCc2cc(F)ccc2N1C(=O)c1ccc2c(c1)OCO2 (stereo not given) | 9 | 0.1 | -1.8 | 0
O=C(c1cccs1)N1CCN2C(=O)[C@@H]3CSCN3C(=O)[C@H]2C1 | 17 | 0.0 | 1.2 | -2
CCN1CCN(CC(O)COC(c2ccccc2)c2ccccc2)CC1 (stereo not given) | -20 | 0.3 | 1.9 | 1
CNC(=O)COC(=O)c1ccc(Cl)cc1[N+](=O)[O-] | 0 | 0.1 | 0.4 | 15
CCCNC(=O)Cn1cnc2sc(C(=O)N3CCN(CC)CC3)c(C)c2c1=O | -3 | -0.1 | -0.1 | 2
COCCn1nnnc1CN(Cc1ccc(C)cc1)Cc1cc2ccc(C)cc2[nH]c1=O | 7 | -0.1 | 1.1 | -7
CC(=O)NC(c1ccc(Cl)cc1Cl)c1ccc2cccnc2c1O (stereo not given) | 42 | -1.0 | 2.6 | 89*
CC(C)(C)n1nnnc1CN(Cc1ccc(F)cc1)Cc1ccco1 | 14 | 0.0 | 0.7 | 2
O=C(O)COc1ccccc1/C=N/NC(=O)CSc1nnnn1-c1ccccc1 | 11 | 0.0 | 1.2 | 4
COc1ccc(CN2CCc3nnc(C(C)NC(=O)C4CCOCC4)n3CC2)cc1C (stereo not given) | -2 | 0.2 | -1.0 | -10
O=C(Nc1ccccc1F)C1CCCN1c1nnc(N2CCCC2=O)s1 (stereo not given) | 3 | -0.1 | 0.5 | 9
CCOc1cc([N+](=O)[O-])c([N+](=O)[O-])cc1OC | 8 | -0.3 | -0.6 | 6
COc1ccc2nc(Cl)c(/C=N/O)cc2c1 | -1 | -0.2 | 2.6 | -5
CCC(CC)C(=O)Nc1cc(=O)n(C)c(=O)n1C | 12 | -0.1 | 0.7 | 6
COc1ccc(Cl)cc1NC(=O)C/C(C)=N/NC(=O)COc1ccc(C)cc1 | 4 | 0.2 | 0.4 | 16
New compounds follow:
SMILES | MITF inh | FBW7 activator | GPR151 activ | TEAD-YAP inh
O=C(NC[C@H]1CCCN(C(=O)c2cc(-c3ccco3)on2)C1)c1ccco1 | 0 | 0.4 | -0.9 | -2
COc1cccc(OC)c1C(=O)Nc1ncc([N+](=O)[O-])s1 | 11 | -0.1 | 5.7* | 5
COc1ccc(S(=O)(=O)NC2CCCC2)cc1I | -25 | -0.1 | 1.6 | 5
O=C(O)C1CCCCC1C(=O)Nc1nc(-c2ccc(F)cc2)cs1 (stereo not given) | -4 | 0.1 | -0.8 | -3
CC(C)n1c(N=Nc2c(O)[nH]c3ccccc23)nc2c1c(=O)[nH]c(=O)n2C | 4 | -0.1 | 0.7 | 0
CCCNc1nc(-c2ccc(N3CCOCC3)nc2)nc2nc[nH]c12 | 2 | 0.1 | -1.1 | 0
CCc1c(C)sc(NC(=O)c2ccc(OC)cc2)c1C(N)=O | 8 | -0.1 | 1.3 | -58
CC(=O)Nc1cc(CNCc2ccc3c(c2)CCCN3C)cc(C(=O)N2CCN(C)CC2)c1 | 19 | 0.1 | -0.9 | -1
COc1cccc(CC(=O)Nn2c(-c3ccc(Br)cc3)nc3ccccc3c2=O)c1 | 8 | -0.1 | -1.4 | -1
COc1ccc(OC)c(NC(=O)C2CC(C)=C(C)CC2C(=O)O)c1 (stereo not given) | 11 | 0.7 | 0.0 | -4
CSC1=N/C(=C\C=C\c2ccccc2)C(=O)N1 | 0 | -0.1 | -1.3 | -63
CC1CCCCN1Cc1nc2c(c(=O)n(C)c(=O)n2C)n1Cc1ccccc1Cl (stereo not given) | -11 | 0.0 | -0.2 | 6
COc1ccc(NS(=O)(=O)c2c(C)cc(C)cc2C)cc1OC | 3 | -0.1 | 0.4 | 45*
COc1cc(/C=C/C(=O)O)cc(S(=O)(=O)N2CCN(C(C)=O)CC2)c1OC | 8 | 0.3 | -1.4 | 5
O=C(Nc1nnc(/C=C/c2ccccc2)s1)c1ccc(Br)cc1 | 0 | 0.7 | -1.3 | 11
COc1cc(OC)c(OC)cc1CN1CCN(CCOCCO)CC1 | 6 | 0.1 | -0.8 | 15
COC(=O)C1CCN(C(=O)c2cccc(OC)c2)CC1 | -4 | 0.3 | 0.4 | 9
NC(=O)c1ccc(-c2nc(N)c3ncn(C4CCCCC4)c3n2)cc1 | -3 | 0.1 | -0.4 | -14
O=C(COC(=O)/C=C/c1nc2ccccc2s1)Nc1ccc2c(c1)OCCO2 | -8 | 0.0 | -1.5 | 3
O=C(Oc1ccc(Cl)cc1)c1ccc(COc2ccc(Cl)cc2)cc1 | 2 | -0.1 | 0.5 | -1
O=C(Nc1cccc(C(=O)O)c1)/C(=C\c1ccc([N+](=O)[O-])cc1)NC(=O)c1ccco1 | -8 | -0.2 | 1.1 | 2
COc1ccccc1NC(=S)N1CCN(c2ncccn2)CC1 | -2 | 0.0 | 0.3 | -2
NC(=O)C1(N2CCCCC2)CCN(C(=O)c2ccc(C#CC3(O)CCCCC3)cc2)CC1 | 20 | 0.3 | 3.5 | 12
Cc1ccc(CSc2nnnn2C)cc1 | 3 | 0.0 | 0.3 | -1
COc1ccccc1NC(=O)N1CCCC1C(=O)Nc1ccc(OC)c(OC)c1 (stereo not given) | 5 | 0.0 | 1.1 | 10

Quoted at random: three records from the list.
SMILES | MITF inh | FBW7 activator | GPR151 activ | TEAD-YAP inh
COc1ccc(NS(=O)(=O)c2c(C)cc(C)cc2C)cc1OC | 3 | -0.1 | 0.4 | 45*
O=C(Nc1nnc(/C=C/c2ccccc2)s1)c1ccc(Br)cc1 | 0 | 0.7 | -1.3 | 11
O=C(O)C1CCCCC1C(=O)Nc1nc(-c2ccc(F)cc2)cs1 (stereo not given) | -4 | 0.1 | -0.8 | -3

Continued:
SMILES | MITF inh | FBW7 activator | GPR151 activ | TEAD-YAP inh
CCOC(=O)C1=C(c2ccccc2)N=c2s/c(=C\c3cc(OC)ccc3OC)c(=O)n2C1c1ccc(Cl)cc1 (stereo not given) | -6 | -0.5 | -0.2 | -4
COCc1cc(C)nc(N/N=C/c2cccs2)c1C#N | -4 | 0.1 | 0.2 | -7
O=C(COc1ccc([N+](=O)[O-])cc1)Nc1ccccc1C(=O)NC1CCCCC1 | -4 | -0.1 | 0.8 | 7
COc1cccc(C=O)c1OCCCCN1CCN(C)CC1 | 66* | 0.1 | 1.1 | 8
COC(=O)COC(=O)c1sc(=S)n(-c2ccccc2)c1C | -6 | -0.3 | 0.6 | -2
c1ccc(N2CCN(c3nc(NC4CC4)c4[nH]cnc4n3)CC2)nc1 | -5 | 0.4 | 2.6 | 3
COc1ccc(CN2CC(=O)N(c3ccc(Cl)cc3)C2=S)cc1OC | -1 | -0.1 | -0.7 | -26
O=c1cc(CSc2nc(NC3CCCCC3)c3ccccc3n2)nc2ccccn12 | 0 | 0.0 | 0.2 | 5
O=C(NCCSc1c[nH]c2ccccc12)C1CCCC1 | 5 | 0.0 | -0.6 | 10
CC(=O)Nc1cc(-c2ccc(C)cc2)[nH]n1 | 19 | 1.9* | 0.4 | -58
Cc1nnc2n1NC(c1ccccc1)C(C(=O)Nc1ccc(F)c(Cl)c1)S2 (stereo not given) | 17 | 0.2 | -0.2 | 8
Cc1ccnc(-n2c(=O)c3cc4c(=O)n(-c5cc(C)ccn5)c(=O)c4cc3c2=O)c1 | 12 | 0.0 | -0.5 | -9
Cc1occc1C(=O)NC1CCN(C)CC1 | -12 | 0.3 | -0.5 | -5
C=CCSc1nnc2c(n1)OC(c1cccs1)N(C(C)=O)c1ccccc1-2 (stereo not given) | 4 | 0.0 | 0.8 | 3
NC(=O)Cn1cnc2c(nnn2-c2ccc(OC(F)(F)F)cc2)c1=O | -3 | 0.0 | 2.2 | 3
CCCCNc1nc(-c2cc(OC)ccc2OC)cs1 | 59* | 0.0 | -1.0 | 3
O=C(N/N=C/c1ccc([N+](=O)[O-])cc1)c1ccc(O)cc1 | 13 | 0.1 | -1.1 | 3
COc1cc(Br)c(/C=C(\C#N)c2nc3ccc(C)cc3[nH]2)cc1OC | 6 | -0.1 | -0.1 | 4
Cc1cc(Nc2ccc(C(=O)Nc3ccc4c(c3)OCO4)cc2)n2ncnc2n1 | -3 | 0.1 | -0.1 | 0
CCN(CC)c1ccc(NC(=O)Cc2ccc(Cl)cc2)cc1 | 18 | 0.0 | 1.0 | -16
Cc1ccc(NC(=O)CCN2CCN(c3ccc(F)cc3)CC2)cc1 | 24 | 0.6 | -0.1 | 2
O=C(O)C1Nc2c(I)cccc2C2C=CCC12 (stereo not given) | 83* | -0.9 | 0.1 | 7
COc1ccc2nc(NC(=O)CC(C)(C)CC(=O)OCC(F)(F)C(F)F)sc2c1 | 14 | 0.5 | -0.9 | -13
CC(C)(C)c1ccc(S(=O)(=O)NCC2(CO)CC2)cc1 | 10 | 0.0 | 0.3 | 0
COc1cccc(CC(=O)N2CCCCC2c2nc3ccc(F)cc3[nH]2)c1 (stereo not given) | 3 | 0.0 | 0.4 | -1
Following part.
SMILES | MITF inh | FBW7 activator | GPR151 activ | TEAD-YAP inh
CCOc1ccc(C(=O)NC(=S)Nc2ccc(Cl)cn2)cc1[N+](=O)[O-] | 8 | -0.1 | -0.8 | 4
O=C(Nc1ccc(F)c(Cl)c1)Nc1nnc(N2CCCCC2)s1 | -8 | -0.1 | 1.8 | -12
CCOC(=O)c1ccc(S(=O)(=O)NCCc2ccncc2)cc1 | 7 | 0.1 | 1.5 | 0
CCOc1ccc(NC(=O)C2CCCN2C(=O)NC2CCCCC2)cc1 (stereo not given) | 14 | 0.0 | -0.9 | 6
O=C1NC2(CCN(C(=O)Cc3n[nH]c(=O)c4ccccc34)CC2)Nc2ccccc21 | -7 | -0.2 | -0.5 | 2
COc1ccc(C2CC(C(F)(F)F)n3nc(C(=O)N4CCN(c5ccc(F)cc5)CC4)c(Cl)c3N2)cc1OC (stereo not given) | 9 | 0.1 | -0.2 | 5
COc1ccc(CCN(C)c2ccc(C(N)=O)cc2[N+](=O)[O-])cc1OC | 12 | 0.0 | 2.4 | -1
Cn1cc([N+](=O)[O-])c(C(=O)Nc2cc(Oc3ccccc3)cc([N+](=O)[O-])c2)n1 | 4 | 0.0 | 0.0 | -26
CCOC(=O)N1CCC(NC(=O)Cn2nc(CC)n3c(cc4sccc43)c2=O)CC1 | -4 | 0.2 | 0.8 | 3
CCCCN(CC)S(=O)(=O)c1ccc(C(=O)Nc2sc3c(c2C(N)=O)CCN(CC)C3)cc1 | -2 | 0.1 | -1.2 | 4
CC(=Nc1ccccc1Br)c1sc2ccccc2c1O | 1 | -0.1 | -1.6 | -51
COc1ccc(Br)cc1/C=C1/SC(N2CCOCC2)=NC1=O | 6 | 0.1 | -0.1 | -5
COc1cc(-n2c(C)nc3cc(C(=O)N4CCOCC4)ccc32)cc(OC)c1OC | 8 | 0.0 | -0.2 | 2
CCOc1ccc(NS(=O)(=O)c2ccccc2C#N)cc1 | 9 | 0.3 | -0.9 | -3
C=CCSc1nc2c(c(=O)[nH]c(=O)n2C)n1CC | 23 | 1.0 | -1.3 | -12
CCC(Oc1ccccc1)c1nc(-c2ccncc2)no1 (stereo not given) | -5 | 0.7 | -0.4 | -8
Cc1cccc(NC(=O)c2nnn(-c3cccc(C(F)(F)F)c3)c2N)c1 | 2 | -0.1 | 0.6 | -17
Nc1nc(SCc2cccc(Oc3ccccc3)c2)n[nH]1 | 3 | -0.1 | -0.2 | -3
CNS(=O)(=O)c1cccc2nsnc12 | 1 | -0.2 | 3.3 | -6
COCCNC(=O)CNC(=O)CNC(=O)c1ccccc1 | -5 | -0.2 | 0.7 | 14
CC(C)CNC(=O)c1cnc2scc(C(C)(C)C)n2c1=O | -6 | -0.3 | -0.7 | 0

An excerpt from above in order of molecular weight, low to high:
SMILES | MITF inh | FBW7 activator | GPR151 activ | TEAD-YAP inh
COC(=O)C1CCN(C(=O)c2cccc(OC)c2)CC1 | -4 | 0.3 | 0.4 | 9
O=C(COC(=O)/C=C/c1nc2ccccc2s1)Nc1ccc2c(c1)OCCO2 | -8 | 0.0 | -1.5 | 3
COc1ccccc1NC(=O)N1CCCC1C(=O)Nc1ccc(OC)c(OC)c1 (stereo not given) | 5 | 0.0 | 1.1 | 10
O=C(O)COc1ccccc1/C=N/NC(=O)CSc1nnnn1-c1ccccc1 | 11 | 0.0 | 1.2 | 4
CC1CCCCN1Cc1nc2c(c(=O)n(C)c(=O)n2C)n1Cc1ccccc1Cl (stereo not given) | -11 | 0.0 | -0.2 | 6

High-throughput results: PubChem, The Scripps Research Institute Molecular Screening Center
